High-throughput results from PubChem BioAssay.
rat GALR2 ag: agonists of rat galanin receptor 2 (GALR2); 16,000 tested, 0.5% active; activation, % at 10 µM; O08726; cell-based GALR2 agonist screen; in the data active = activation above about 15%
Target sequence (O08726 whole entry, looked up): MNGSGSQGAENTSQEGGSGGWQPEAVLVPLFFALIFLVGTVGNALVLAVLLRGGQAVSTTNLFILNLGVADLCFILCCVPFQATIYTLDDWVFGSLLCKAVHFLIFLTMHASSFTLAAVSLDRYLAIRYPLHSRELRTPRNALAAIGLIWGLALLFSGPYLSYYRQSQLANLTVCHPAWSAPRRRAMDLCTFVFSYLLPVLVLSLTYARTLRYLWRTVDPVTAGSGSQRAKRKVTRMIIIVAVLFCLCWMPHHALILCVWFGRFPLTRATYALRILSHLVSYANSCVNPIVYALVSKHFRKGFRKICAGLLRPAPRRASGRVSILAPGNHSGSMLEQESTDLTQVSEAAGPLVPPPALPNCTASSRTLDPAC
luminol inh ctr: luminol signal inhibition, Nox1 inhibitor counter-screen | inhibition, % at 6.7 µM | HRP/luminol/H2O2 chemiluminescence counterscreen | 16,000 tested, 0.4% active; note: reference of the scale not given here
NOTCH agonist: agonists of NOTCH signaling. activation, % at 2.5 µM. 15,000 tested, 0.4% active. NOTCH signaling luciferase reporter cells, luminescence; in the data active = activation above about 2.2%
PME-1 Maybridge: Maybridge compound blocking human PME-1; recombinant PME-1, FP-Rh probe fluorescence polarization; inhibition, % at 9 µM; 16,000 tested, 0.5% active; AID 2291; in the data active = inhibition above about 30%
Target sequence (Q9Y570 whole entry, looked up): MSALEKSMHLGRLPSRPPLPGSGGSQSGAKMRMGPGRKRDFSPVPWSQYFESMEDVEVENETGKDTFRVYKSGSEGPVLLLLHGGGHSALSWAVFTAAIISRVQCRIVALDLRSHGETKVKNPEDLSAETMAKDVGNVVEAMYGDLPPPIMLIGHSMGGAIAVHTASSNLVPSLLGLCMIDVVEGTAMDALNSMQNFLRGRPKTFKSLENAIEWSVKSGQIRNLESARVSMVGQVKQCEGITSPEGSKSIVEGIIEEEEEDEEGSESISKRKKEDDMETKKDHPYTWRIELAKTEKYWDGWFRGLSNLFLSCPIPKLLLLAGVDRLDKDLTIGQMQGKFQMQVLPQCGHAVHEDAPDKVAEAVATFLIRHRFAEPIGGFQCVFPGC
TLR4 MyD88 blk: blocks binding of human TLR4 to MyD88. O00206. inhibition, % at 10 µM. Cell-based TLR4-MyD88 binding inhibition assay. AID 811. 16,000 tested, 0.06% active; in the data active = inhibition above about 45%
KOR antag MB: OPRK1 (human) antagonism, Maybridge screen. P41145. inhibition, % at 9 µM. 16,000 tested, 0.4% active. OPRK1 cells, antagonist mode, fluorescence readout. AID 652031; in the data active = inhibition above about 50%
Nox1 inh: blocks human NADPH oxidase 1 activity; Q9Y5S8; HT29 cells, luminol chemiluminescence ROS; inhibition, % at 6.7 µM; 16,000 tested, 0.81% active; AID 1792
S1P1 agonist: activates the human S1P1 receptor; P21453; S1P1 agonist cell-based reporter assay; activation, % at 4.5 µM; 16,000 tested, 1.5% active; in the data active = activation above about 80%
* = called active by the depositor; · = not tested or not shown. Cut-off read from the data, not from the text of the source, unless noted: active = inhibition above about 75%; inactive = the rest.

SMILES	rat GALR2 ag	luminol inh ctr	NOTCH agonist	PME-1 Maybridge	TLR4 MyD88 blk	KOR antag MB	Nox1 inh	S1P1 agonist
O=S(=O)(Nc1nnc(C2CC2)s1)c1cccc2nonc12	-6	2	-0.7	1	0	25	-28	2
CC(C)(C)NC(=S)NC1CCN(Cc2ccccc2)CC1	-4	-1	-0.8	-1	-2	-3	-2	-5
O=[N+]([O-])/C=C/c1cccc(Oc2ccccc2)c1	4	-3	-0.6	-1	1	21	-11	1
CC(=O)n1nc(C)c(Sc2nnnn2-c2ccccc2)c1C	-5	-4	-0.2	10	-1	17	14	25
CCCCNC(=O)N1CCC(n2cccc2)CC1	-5	6	-0.7	-3	5	12	-2	-3
CCCc1c2c(cc3c(=O)cc(C(=O)OCC)oc13)CCCC2	-8	0	-1.1	2	2	1	-26	2
C(#Cc1ccc(-c2ccn[nH]2)s1)c1ccccc1	-6	-5	0.3	0	-7	24	6	73
O=S(=O)(CS(=O)(=O)c1ccccc1Cl)c1ccccc1Cl	-2	3	-0.4	-9	-11	-1	-50	15
COC(=O)c1ccc(Oc2ncnc3scc(-c4ccccc4)c23)o1	-5	2	-0.5	0	-2	1	-32	-30
CC1=NN(c2ccccc2)C(=O)/C1=C1/C(=O)N(c2ccccc2)N=C1C	-5	1	-0.1	-1	-3	-2	-1	23

Reformatted bar-delimited: 2 of the compounds above.
Structure | rat GALR2 ag | luminol inh ctr | NOTCH agonist | PME-1 Maybridge | TLR4 MyD88 blk | KOR antag MB | Nox1 inh | S1P1 agonist
CC(=O)n1nc(C)c(Sc2nnnn2-c2ccccc2)c1C | -5 | -4 | -0.2 | 10 | -1 | 17 | 14 | 25
CCCCNC(=O)N1CCC(n2cccc2)CC1 | -5 | 6 | -0.7 | -3 | 5 | 12 | -2 | -3

Following part:
SMILES	rat GALR2 ag	luminol inh ctr	NOTCH agonist	PME-1 Maybridge	TLR4 MyD88 blk	KOR antag MB	Nox1 inh	S1P1 agonist
CCOC(=O)CSCC(=O)c1ccc(OCc2ccc([N+](=O)[O-])cc2)cc1	-6	1	0.1	1	4	11	-29	10
O=[N+]([O-])c1ccc(S(=O)(=O)N2CCCC2)cc1	-3	-6	-0.5	7	11	3	28	15
N/C(=N\O)c1cnccc1C(F)(F)F	-2	-2	-0.3	2	3	9	2	-4
Cc1cc2c(cn1)C(=O)c1ccccc1-2	-7	-8	-0.2	5	-4	-4	6	5
O=c1c(-c2nc(-c3ccc(C(F)(F)F)cc3)no2)cnc2n1CCS2	-4	-4	0.5	4	-1	0	-5	14
CCN(CC)c1ccc(/C=C/c2ccc([N+](=O)[O-])cc2C#N)cc1	-13	-12	-0.1	-2	7	69*	-3	104*
CNc1ccc(Cl)cc1C(=O)NC1CC(C)CC(C)(C)C1 (stereo not drawn)	5	-1	2.6*	1	-7	-13	-8	-5
O=C1NC2CC2N1C(=O)OCc1ccccc1 (stereo not drawn)	-8	0	-0.7	1	4	1	-2	-1
Cc1nc([N+](=O)[O-])cn1CCc1noc(-c2ccsc2)n1	-5	3	-5.5	-4	7	13	-81	17
CCOC(=O)c1cnc2c(c(C)nn2C)c1Oc1ccc(Cl)cc1	-7	-5	-0.3	8	1	-23	13	-18

Part of the list above in order of formula weight, smallest number first.
SMILES	rat GALR2 ag	luminol inh ctr	NOTCH agonist	PME-1 Maybridge	TLR4 MyD88 blk	KOR antag MB	Nox1 inh	S1P1 agonist
N/C(=N\O)c1cnccc1C(F)(F)F	-2	-2	-0.3	2	3	9	2	-4
O=C1NC2CC2N1C(=O)OCc1ccccc1 (stereo not drawn)	-8	0	-0.7	1	4	1	-2	-1
O=c1c(-c2nc(-c3ccc(C(F)(F)F)cc3)no2)cnc2n1CCS2	-4	-4	0.5	4	-1	0	-5	14

Going on with the list.
SMILES	rat GALR2 ag	luminol inh ctr	NOTCH agonist	PME-1 Maybridge	TLR4 MyD88 blk	KOR antag MB	Nox1 inh	S1P1 agonist
COC(=O)c1ccccc1S(=O)(=O)Cc1ccc(OC)c(OC)c1	-5	2	-0.5	-1	1	7	-51	-2
CCOC(=O)CSc1sc(C(=O)OCC)c2c1S(=O)(=O)N(C)c1ccccc1-2	-7	-8	-0.1	7	-13	7	19	-4
O=C(O)c1ccccc1Sc1ccccc1S(=O)(=O)NC12CC3CC(CC(C3)C1)C2	-3	0	-0.3	0	-1	4	-56	-31
COc1ccc(N2C(=O)C=CC2=O)cc1OC	-4	-7	-0.7	-1	3	24	11	23
Cc1nc(-c2ccccc2)sc1C(=O)O/N=C(\N)c1ccc([N+](=O)[O-])o1	-9	-1	-0.3	1	-23	-5	-7	-19
O=C(O)c1cccnc1Oc1ccc2c(c1)OCO2	-8	-2	0.0	-1	-2	-13	-21	-6
CCOc1cc(C(F)(F)F)cnc1/C(N)=N/O	-4	-4	-6.0	7	2	19	30	9
O=C(Nc1ccccc1Br)Nc1ccccc1Br	-3	-1	-0.1	1	6	-14	-15	-10
CCCCc1ccc(NC(=O)CSc2nnc(NC(=O)c3cccs3)s2)c(C)c1	-4	4	0.1	-29	-5	-4	-19	-2
O=C(CNc1cc(C(F)(F)F)cc(C(F)(F)F)c1)c1ccc(Cl)cc1	-4	-2	-0.7	-1	1	3	16	26
NC1=NC(c2ccc(Cl)cc2)C(C(=O)c2ccccc2)N1 (stereo not drawn)	12	-1	0.2	0	4	5	-6	18
N/C(=N\OC(=O)c1csc([N+](=O)[O-])c1)c1cccc(C(F)(F)F)c1	-7	0	-0.5	2	·	1	-10	45
O=C(Nc1cccc(C(F)(F)F)c1)c1cccc(Cn2cc(C(F)(F)F)ccc2=O)c1	-10	-3	-0.2	-4	-1	-29	-1	8
O=C1C(=O)N(CN2CCc3ccccc3C2)c2ccc(Br)cc21	-1	-3	0.0	6	2	-10	31	10
O=C(O)c1ccc2c(c1)CCCN2CC(O)C(F)(F)F (stereo not drawn)	-4	-25	0.1	2	-12	2	0	-8
COc1ccc(C2Sc3ccccc3N=C3c4ccccc4SCC32)cc1 (stereo not drawn)	-6	-4	-0.5	-1	-1	10	-60	-11
CNC(=S)N/N=C/c1cc(C(F)(F)F)cc(C(F)(F)F)c1	-7	1	-0.1	1	-3	-16	15	-9
O=S(=O)(NCc1ccc(N2CCOCC2)cc1)c1cccs1	-1	-2	-0.2	2	4	13	-19	-16
CCCCC#Cc1cncc(C(=O)NNC(=O)Nc2ccc(Cl)cc2)c1	-5	-2	-0.2	2	0	-10	11	5
Cc1noc(C)c1S(=O)(=O)NCc1cccs1	-7	-5	-0.6	6	7	16	-1	19

KOR antag MB, what is marked active above
Compound | rat GALR2 ag | NOTCH agonist | PME-1 Maybridge | TLR4 MyD88 blk | KOR antag MB | Nox1 inh | S1P1 agonist
CCN(CC)c1ccc(/C=C/c2ccc([N+](=O)[O-])cc2C#N)cc1 | -13 | -0.1 | -2 | 7 | 69* | -3 | 104*

Only S1P1 agonist and Nox1 inh, for five of the compounds above:
SMILES	S1P1 agonist	Nox1 inh
O=S(=O)(NCc1ccc(N2CCOCC2)cc1)c1cccs1	-16	-19
O=C(Nc1cccc(C(F)(F)F)c1)c1cccc(Cn2cc(C(F)(F)F)ccc2=O)c1	8	-1
CNC(=S)N/N=C/c1cc(C(F)(F)F)cc(C(F)(F)F)c1	-9	15
NC1=NC(c2ccc(Cl)cc2)C(C(=O)c2ccccc2)N1 (stereo not drawn)	18	-6
O=C(O)c1ccc2c(c1)CCCN2CC(O)C(F)(F)F (stereo not drawn)	-8	0

Next results
SMILES	rat GALR2 ag	luminol inh ctr	NOTCH agonist	PME-1 Maybridge	TLR4 MyD88 blk	KOR antag MB	Nox1 inh	S1P1 agonist
O=C1c2ccccc2NC(c2ccccn2)N1CCCN1CCOCC1 (stereo not drawn)	-6	4	0.0	-2	5	-9	-66	5
COc1ccc(/C=N/NC(=O)c2nccnc2N)c(OC)c1OC	-7	1	0.1	-1	-2	5	-9	-10
CCCc1cnc(N2CCN(C(=O)NS(=O)(=O)c3ccc(C)cc3)CC2)nc1	-8	-3	·	-1	-6	0	-5	-26
Cc1[nH]nc(-c2ccc(O)cc2O)c1Oc1ccc(F)cc1	-5	9	-0.1	5	5	2	-15	17
Cc1cc(C)c2c(=O)c(C3C4=C(CC(C)(C)CC4=O)OC4=C3C(=O)CC(C)(C)C4)coc2c1	-5	-1	-0.1	3	0	-11	3	-6
Cc1ccc(C)n1-c1nn(S(=O)(=O)c2ccccc2)c2cccc(F)c12	-6	0	-0.4	4	-1	-4	-5	6
Cc1cc(C)nc(Sc2ccc(C(F)(F)F)cc2[N+](=O)[O-])n1	-7	-6	-0.4	7	-3	-3	7	3
CNC(=S)NNC(=O)C(C)Oc1ccccc1-c1ccccc1 (stereo not drawn)	-7	6	-0.9	2	3	-7	-13	-4
Cc1cc(C)n(-c2ncc(S(=O)(=O)c3ccc(Cl)cc3)c(N)n2)n1	3	-6	·	-3	7	-2	-3	17
Cc1cc(C)c(C#N)c(Sc2ncnc3c2nnn3Cc2ccccc2)n1	-7	-3	-1.0	5	0	1	-17	35
CSc1nc2nc(C)cc(=O)n2[nH]1	-3	2	-0.3	1	0	-19	-11	-16
COC(=O)C1=C(C)NC(C)=C(C(=O)OC)C1c1ccsc1	-3	-1	0.2	1	6	-8	-71	-13
N/C(=N\OC(=O)c1ccccc1)c1ccc(-c2csnn2)cc1	-7	-1	-0.4	-9	-4	12	-11	23
CSC(=NCc1c(N(C)C)cccc1N(C)C)NS(=O)(=O)c1ccccc1	-8	3	·	1	5	3	-42	95*
O=S(=O)(c1ccc2c(c1)CCO2)N1CCCc2ccccc21	-8	-2	-0.4	4	1	-33	-38	29
CCOc1c(Br)cc(Br)cc1/C=C1/SC(=S)NC1=O	-4	-1	-0.3	-1	6	6	-31	15
Cn1nccc1NC(=O)CC(CC(=O)O)c1ccccc1 (stereo not drawn)	-5	-3	0.6	-1	12	4	-1	1
O=[N+]([O-])c1ccc(-c2cc3cc(Cl)ccc3o2)cc1	-4	-4	-0.4	6	7	5	0	15
CN(C)C1CCCC1C(C)(C)OC(=O)c1ccc([N+](=O)[O-])cc1[N+](=O)[O-] (stereo not drawn)	-5	-2	-0.8	1	-3	8	-3	-21
COc1cccc(C(=O)O)c1OCC(=O)O	-9	2	-0.8	-4	4	27	-43	-6
Nc1nc2[nH]c(=S)[nH]c2c(=O)[nH]1	-4	10	-0.7	4	-6	-7	93*	-11
CS(=O)(=O)/C(C#N)=C/N=S(C)(=O)c1ccsc1 (stereo not drawn)	-6	-2	0.4	2	2	13	19	-13
NS(=O)(=O)c1ccc(N/N=C2\CSCc3ccccc32)c([N+](=O)[O-])c1	-6	35	-0.6	9	-20	10	22	13
COc1cc(CCC(C)N)ccc1O (stereo not drawn)	-4	2	-0.5	0	0	-4	62	0
Cn1c(SCC(=O)c2ccc(Cl)cc2)nnc1-c1cnccc1C(F)(F)F	-8	9	-0.2	3	-1	-33	-29	-1
CC(C)(C)c1cc(C(=O)N/N=C/c2cc(Br)cc(Br)c2O)n[nH]1	-3	0	-0.1	-20	4	-7	-32	21
Cn1c2ccc(Cl)cc2c2cc(Cl)ccc21	-8	0	-0.7	-16	-6	2	-26	-11
O=C(Nc1ccc(OCc2ccccc2)cc1)Nc1ccc2ccccc2n1	-7	-4	0.4	-1	2	10	-33	-13
S=C(NCc1cccs1)NNc1c(Cl)cncc1Cl	-6	14	-0.4	5	12	-10	19	30
Cc1nc(-c2cnccn2)sc1C(=O)N(Cc1ccccc1)Cc1cccs1	-8	-5	-0.6	9	1	-4	19	-16
